Source: PubChem (several laboratories)
Mdm2 ligase inh – Mdm2 E3 ligase (human) inhibition. 210,000 tested, 0.11% active. Q00987. signal enhancement, % at 5 µM. cell-based MDM2 ubiquitination luciferase reporter, 2 h; 0 = plate control, 100 = twice control, blank-subtracted. AID 1230;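 active = signal enhancement of 30% or more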;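 note: luminescence tracks abundance of the self-degrading MDM2-luciferase fusion protein; higher signal means inhibition of MDM2 E3 ligase activity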
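Assay system: stable mammalian line carrying autodegrading MDM2–luciferase fusion reporter; Input: 2000 cells in each well; Compound dosing: single-point 5 µM; Schedule: 2 h compound exposure at 37 °C; Signal: SteadyLite luciferase luminescence after 15 min room-temperature reagent incubation; Evaluation: % luminescence enhancement versus blank-corrected plate control mean; Benchmarks: plate controls and plate blanks.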
RBBP9 inh – blocks human serine hydrolase RBBP9; O75884; recombinant RBBP9, FP-Rh probe fluorescence polarization; inhibition, % at 7.94 µM; 220,000 tested, 0.2% active; AID 1515;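 active = inhibition above the campaign mean of all tested compounds plus 3 SD, cut at about 14% in these data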;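 note: plate controls were DMSO wells with RBBP9 for no effect and wells lacking RBBP9 protein for full effect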
Target sequence (O75884 whole entry, looked up): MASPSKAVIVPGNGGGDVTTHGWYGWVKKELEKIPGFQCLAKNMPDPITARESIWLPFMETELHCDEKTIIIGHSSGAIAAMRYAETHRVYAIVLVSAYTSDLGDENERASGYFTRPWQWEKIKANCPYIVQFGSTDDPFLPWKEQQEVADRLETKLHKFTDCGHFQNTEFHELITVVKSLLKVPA
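Test system: recombinant human RBBP9; Timing: 30 min then 45 min, 25 °C; Detection: fluorescence polarization; Control set: RBBP9 with DMSO as uninhibited control, no-protein wells as full inhibition; Compound dosing: one concentration, 7.94 µM nominal, 0.794% DMSO; Probe or stimulus: FP-Rh activity-based probe, 375 nM before mixing.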
NPY2 pot ag – potentiators or agonists of human neuropeptide Y receptor Y2. AID 1359. 220,000 tested, 0.45% active. cells expressing NPY-Y2, potentiator/agonist read-out. P49146. activation, % at 3.6 µM; in the data active = activation above about 27%;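 note: cells stimulated with NPY near EC25 plus isoproterenol at EC100; 0% = vehicle plus submaximal agonist and 100% = vehicle plus saturating agonist; some results beyond the cut were filed as inactive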
Runt-SMMHC FRET – blocks binding of human RUNX1 Runt domain to CBFb-SMMHC; Cerulean-Runt/Venus-CBFb-SMMHC FRET ratio 530/480, 1 h; inhibition, % at 20 µM; 220,000 tested, 0.74% active;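 active = mean inhibition across duplicate retests at 20 µM reaching about 50%, limit read from the data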;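 note: 0% = DMSO wells and 100% = wells with excess untagged CBFb-SMMHC; inhibitors lower the FRET ratio by blocking Runt binding to CBFb-SMMHC; some results filed as inactive read as strong as hits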
Runt-CBFb FRET – Runt domain-CBFb interaction inhibition; Q01196+Q13951; Cerulean-Runt/Venus-CBFb FRET ratio 530/480, 1 h; inhibition, % at 20 µM; 220,000 tested, 0.46% active; AID 1496;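 active = inhibition over about 50% at 20 µM in the single-dose screen, limit read from the data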;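 note: 0% = DMSO wells and 100% = excess unlabeled CBFb competitor control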
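System: Cerulean-labeled Runt domain protein | Quantity: 100 nM of each labeled protein | Schedule: 1 h compound exposure, room temperature | Detection: Fluorescence energy transfer, 422 nm excitation, 530/480 nm emission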
p97 inhibitor – human p97 ATPase inhibition; P55072; recombinant p97 ATPase, Kinase-Glo ATP luminescence, 3 h; inhibition, % at 8 µM; 220,000 tested, 0.42% active; in the data active = inhibition above about 15%;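 note: 0% = DMSO vehicle and 100% = wells lacking enzyme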
Target sequence (P55072 whole entry, looked up): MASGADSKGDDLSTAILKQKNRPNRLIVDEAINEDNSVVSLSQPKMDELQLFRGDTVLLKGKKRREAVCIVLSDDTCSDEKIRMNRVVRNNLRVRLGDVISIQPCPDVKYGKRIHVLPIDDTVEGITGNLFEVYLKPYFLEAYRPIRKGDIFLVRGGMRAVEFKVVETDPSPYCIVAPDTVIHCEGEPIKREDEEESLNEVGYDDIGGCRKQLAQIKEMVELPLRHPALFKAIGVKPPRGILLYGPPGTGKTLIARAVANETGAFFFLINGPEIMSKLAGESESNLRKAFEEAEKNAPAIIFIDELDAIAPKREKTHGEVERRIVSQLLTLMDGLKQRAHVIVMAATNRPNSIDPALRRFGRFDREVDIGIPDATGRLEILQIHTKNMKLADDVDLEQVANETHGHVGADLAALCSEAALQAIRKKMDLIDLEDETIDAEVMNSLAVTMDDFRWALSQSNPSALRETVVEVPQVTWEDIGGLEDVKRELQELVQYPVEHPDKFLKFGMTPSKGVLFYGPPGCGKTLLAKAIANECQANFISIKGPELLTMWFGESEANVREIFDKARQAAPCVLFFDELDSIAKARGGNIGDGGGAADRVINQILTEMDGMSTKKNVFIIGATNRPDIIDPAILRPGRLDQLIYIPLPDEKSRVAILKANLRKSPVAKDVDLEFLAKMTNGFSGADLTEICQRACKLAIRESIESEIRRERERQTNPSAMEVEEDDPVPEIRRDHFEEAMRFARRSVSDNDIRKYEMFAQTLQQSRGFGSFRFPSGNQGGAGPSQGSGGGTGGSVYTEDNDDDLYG
Hck-Nef inh – inhibitors of human Hck kinase activated by Nef; P08631; AID 463187; 220,000 tested, 0.68% active; inhibition, % at 20 µM; Recombinant Hck-YEEI plus Nef, Z-Lyte FRET kinase assay;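 active = Hck-Nef kinase inhibition above about 50%, limit read from the data; inactive = inhibition below that limit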;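 note: 0% = DMSO with Hck plus Nef and 100% = Hck alone without Nef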
NPY-Y1 antag – blocks the human neuropeptide Y Y1 receptor. HEK293-CNG Y1 cells, membrane potential fluorescence; NPY at EC95, then isoproterenol. 200,000 tested, 1% active. P25929. AID 1040. inhibition, % at 3.6 µM;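 active = inhibition above the campaign mean inhibition of all tested compounds plus 3 SD, cut at about 20% in these data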;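 note: 0% = DMSO wells given NPY plus isoproterenol and 100% = isoproterenol alone without NPY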
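Assay system: HEK293 Y1/CNG channel cell line; Doses: single compound dose of 3.6 µM, 0.4% DMSO; Timing: dye 3 h, compound 60 min room temperature, stimulation 45 min; Technique: Membrane-potential fluorescent dye readout; Measure: % inhibition of NPY effect.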
NPY-Y1 PAM-ag – potentiators or agonists of human neuropeptide Y receptor Y1; P25929; NPY-Y1 expressing cells, potentiator/agonist activation; activation, % at 3.6 µM; 220,000 tested, 0.37% active; AID 1304; in the data active = activation above about 33%, passing the limit was not always enough;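 note: cells stimulated with NPY at EC10 then isoproterenol at EC100; 0% = low agonist plus stimulus and 100% = saturating agonist plus stimulus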
* = called active by the depositor; / = not tested or not shown.

SMILES	Mdm2 ligase inh	RBBP9 inh	NPY2 pot ag	Runt-SMMHC FRET	Runt-CBFb FRET	p97 inhibitor	Hck-Nef inh	NPY-Y1 antag	NPY-Y1 PAM-ag
O=C(NCc1ccco1)C1CC(c2ccc(Cl)c(Cl)c2)=NO1 (stereo unspecified)	13	5	-39	/	/	4	19	18	-24
COC(CNC(=O)c1cnn2c(C)c(Cc3ccccc3)c(C)nc12)OC	-8	-7	4	-2	0	0	13	9	0
COc1cc(CCC(=O)N2CCN(c3ccc(N4CCOCC4)nn3)CC2)cc(OC)c1OC	1	-6	-1	9	45	3	6	4	5
CC(C)NC(=O)Cn1c(SCC(=O)N2c3ccccc3CC2C)nc2ccccc21 (stereo unspecified)	-18	-2	-25	-1	-2	-7	2	1	5
Cn1cc([N+](=O)[O-])c(C(=O)n2cccn2)n1	-86	1	-4	0	1	-3	3	/	9
O=C(Nc1cccnc1)c1ccco1	-4	-1	4	-3	1	10	0	-2	23
CCc1cccc2c(C=C(C#N)C#N)cn(CC(=O)N3CCCC3)c12	-4	-6	2	-91	-18	-3	5	3	-1
CCn1c(C)[n+](CC)c2ccc(C(=O)N(C)c3ccccc3)cc21	5	-11	5	3	-13	-4	10	-1	-5
CCCCNC(=O)CSc1nc(O)cc(=O)n1C1CCCC1	-5	-6	2	2	1	2	0	5	-6
O=C(O)c1cccc(N/N=C/c2ccc(-c3ccccc3)cc2)c1	-67	-10	-14	-11	-10	4	4	1	-3
CS(=O)(=O)c1nc(-c2ccc(F)cc2)cc(C(F)(F)F)n1	4	-2	-33	4	6	-1	15	9	-34
S=C1NCCOCCOCCOCCNC(=S)N2CCOCCOCCN1CCOCCOCC2	-9	-7	-3	3	1	0	17	-2	11
O=C(NCCO)c1cc2cc(Cl)cc(Cl)c2oc1=O	-15	2	-2	-6	-28	-1	-69	-3	-13
COc1ccc(Cl)c(Cn2c(NCCCO)nc3c2c(=O)n(C)c(=O)n3C)c1	-8	-8	7	-2	-4	1	0	-1	-4
Cc1nc(-c2ccc(S(=O)(=O)N3CCN(C4c5ccccc5-c5ccccc54)CC3)s2)cs1	-8	-1	-9	0	-4	0	18	/	-8
CC(C)CN1CCN(C2CCN(C(C)C)CC2)C(CCO)C1 (stereo unspecified)	-5	-1	-6	5	-1	0	-3	-1	-6
Cn1ccnc1SCC(=O)c1ccc(Br)cc1	-4	-12	12	4	8	1	3	0	-2
CCOC(=O)N1CCN(c2c(N3CC=C(c4ccccc4)CC3)c(=O)c2=O)CC1	-3	-2	3	-1	2	-2	2	-4	-5
CC(CCc1ccccc1)NC(=O)C(Cc1ccccc1)NS(=O)(=O)c1cccs1 (stereo unspecified)	-13	-8	13	0	1	3	-2	3	-4
CN(C(=O)COC(=O)c1nc(Cl)c(Cl)c(Cl)c1Cl)C1CCS(=O)(=O)C1 (stereo unspecified)	-4	-4	-1	-5	3	1	17	-4	22

Overlap with the part before: two compounds, then new ones.
SMILES	Mdm2 ligase inh	RBBP9 inh	NPY2 pot ag	Runt-SMMHC FRET	Runt-CBFb FRET	p97 inhibitor	Hck-Nef inh	NPY-Y1 antag	NPY-Y1 PAM-ag
CC(CCc1ccccc1)NC(=O)C(Cc1ccccc1)NS(=O)(=O)c1cccs1 (stereo unspecified)	-13	-8	13	0	1	3	-2	3	-4
CN(C(=O)COC(=O)c1nc(Cl)c(Cl)c(Cl)c1Cl)C1CCS(=O)(=O)C1 (stereo unspecified)	-4	-4	-1	-5	3	1	17	-4	22
CCCOc1nc2c(c(=O)n(C)c(=O)n2C)n1CCC	-8	-5	-14	-1	-4	-5	9	4	-26
CC(C)CC1NC(=O)N(CC(=O)Nc2ccccc2-c2ccccc2)C1=O (stereo unspecified)	11	-3	1	2	-1	6	19	2	1
O=C(CC1NC(=O)NC1=O)Nc1ccccc1 (stereo unspecified)	-10	-5	7	-2	2	5	4	6	-2
COc1ccc(C2Nc3ccccc3C(=O)N2NS(=O)(=O)c2ccccc2)cc1 (stereo unspecified)	/	1	-12	3	1	4	-5	3	-5
COCCN(C(=O)CSc1nc2ccccc2c(=O)n1CCOC)c1c(N)n(Cc2ccccc2)c(=O)[nH]c1=O	-3	6	7	-3	0	1	-7	-2	-15
Cc1c(C(=O)Nc2ccccc2)sc2nc3n(c(=O)c12)CCCCC3	-6	-2	-12	1	1	2	19	-2	-15
O=C(Nc1ccc(Cl)cc1)N1CCOC12CCC1(CC2)OCCO1	-25	0	12	-2	0	0	-8	-4	24
Cc1cc(NC(=O)c2ccccc2)ncc1NC(=O)c1cccs1	-11	-8	-6	-1	4	-7	15	0	-9
Cc1noc(C)c1S(=O)(=O)N1CCCC(C(=O)Nc2cccnc2)C1 (stereo unspecified)	-1	-9	5	0	-1	4	2	0	0
CN(C)S(=O)(=O)c1cccc(-c2nnc(SCc3ccc4c(c3)OCCO4)o2)c1	-13	-1	-14	-4	1	1	-1	7	-10
COC(=O)CN1C(=O)S/C(=C/c2cc(C)n(C)c2C)C1=O	-1	-3	-11	0	-2	-4	2	0	-19
COc1ccc(NC(=O)c2ccc(-c3ccccc3Cl)o2)cc1	/	-10	-16	1	0	4	-1	6	-22
CCCCCn1c(CN2CCCCC2C)nc2c1c(=O)n(C)c(=O)n2C (stereo unspecified)	-22	-6	-12	4	-7	-1	0	8	-12
Cc1onc(-c2ccccc2Cl)c1C(=O)N1CCCCC1C(=O)O (stereo unspecified)	-18	-2	0	0	3	4	23	-2	6
CCN1/C(=C2\C(=O)N(c3ccccc3)N=C2C)C=Cc2cc(C)ccc21	4	-8	-3	6	-1	0	2	-1	-26
Cc1cc(C)n(CC(=O)N2c3ccccc3Sc3ccccc32)n1	-9	1	9	-1	1	2	9	-1	3
C=CCN1CC(c2nc3ccccc3n2CCOc2ccccc2)CC1=O (stereo unspecified)	-15	0	-4	-7	-2	1	0	8	10
CCOC(=O)C(Cc1ccccc1)NC(=O)CNC(C)=O (stereo unspecified)	-7	-8	-8	-6	-1	-4	-1	6	-5
Cc1c(NC(=O)c2ccc(S(=O)(=O)N3CCOCC3)cc2)c(=O)n(-c2ccccc2)n1C	-3	-4	-10	-3	-1	8	6	/	0
O=S1(=O)[C@H]2C[C@@H]3C=C[C@]2(CN1Cc1ccc(C(F)(F)F)cc1)O3	-2	/	/	1	-2	/	25	/	/
CCN(CC)c1ccc(C2C(C(C)=O)C(=O)CC(C)(O)C2C(C)=O)cc1 (stereo unspecified)	/	3	1	/	/	0	11	2	-12
COc1cc(CNCc2ccccn2)ccc1OCc1cccc(Cl)c1	-9	-3	-9	-8	-2	-1	-2	7	7
COc1ccccc1NC(=O)Nc1ccnn1Cc1cccs1	-6	-3	0	-4	-2	2	2	-3	-14
CC(=O)c1ccc(S(=O)(=O)N2CCN(C)CC2)cc1	-1	-16	-2	0	-1	-1	18	0	1
N#CC1=C(SCC(=O)c2cc3ccccc3oc2=O)NC(=O)C(C#N)C12CCCC2 (stereo unspecified)	-16	1	7	1	2	5	7	5	11
Cc1ccc(C)c(-n2nnnc2SCC(=O)Nc2c(C)n(C)n(-c3ccccc3)c2=O)c1	-10	0	4	-1	4	2	4	0	15
CCOC(=O)c1cnn(-c2cc(C(C)(C)C)nc3c(-c4ccccc4)c(C)nn23)c1N	-22	-11	-13	-10	-5	0	0	-1	11
CC(=O)N1N=C(c2cccc(Cl)c2)OC1c1cccc([N+](=O)[O-])c1 (stereo unspecified)	-15	-2	0	-1	0	-8	1	2	-4
C=CCn1c(SCC(=O)Nc2ccccc2OC)nnc1-c1ccco1	1	-8	1	1	6	4	1	2	-5
CC(=O)NC(Cc1cc(C)ccc1C)C(=O)N1CCN(C(=O)c2ccccc2Br)CC1 (stereo unspecified)	2	-4	-9	3	-1	-5	17	-7	3
O=C(CCCN1C(=O)c2ccccc2C1=O)NCCN1C(=O)S/C(=C\c2cccs2)C1=O	-8	3	1	-3	0	6	0	12	10
O=C(Nc1ccccc1Cl)c1cc(S(=O)(=O)N2CCCC(C(=O)O)C2)ccc1F (stereo unspecified)	-23	-7	-12	-7	-1	9	6	-2	5
CCCNC(=O)Cn1nc(C(F)(F)F)c2c1CCCC2	0	-3	0	1	-3	13	0	3	-9
CCn1c(CNC(=O)Cc2ccc(OC)cc2)nnc1SCC(=O)NC1CCCCC1	-37	1	-4	1	1	-7	1	7	12
C=CCOC(=O)C1=C(C)NC(=S)NC1c1cccs1 (stereo unspecified)	-4	-9	9	-2	3	2	1	-2	-6
O=C(CCCc1ccccc1)NCCN1CCOCC1	9	-4	9	3	-1	2	1	2	-14
C[C@@H]1C=C(C(=O)O)O[C@H](OCc2ccc(CO)cc2)C1	/	0	-23	0	0	-1	0	-3	2
CCN(CC(=O)Nc1ccc(Br)c(C)c1)CC(=O)NC(C)C	-8	-7	-2	-4	1	1	-2	2	8
O=C(c1ccc(F)cc1F)N1CCN(c2ncccn2)CC1	-24	1	-2	-2	0	3	1	-2	11
COP1(=O)C[C@@H](O)[C@@H](O)[C@@H](COCc2ccccc2)O1 (stereo partly specified)	13	/	/	-1	2	/	26	/	/
Cc1cnc(NC(=O)CSc2nnc(COc3c(C)cccc3C)o2)s1	-5	-3	-10	0	0	-10	6	5	-11
O=S(=O)(NCc1csc(-c2cccnc2)n1)c1ccc2c(c1)OCCO2	-20	-4	-5	2	0	2	3	-4	17
O=C(Nc1cccc(-c2csc(Nc3cccc(C(F)(F)F)c3)n2)c1)c1cc([N+](=O)[O-])cc(C(F)(F)F)c1	24	/	/	-3	0	/	17	/	/
CC1CCCCN1C(=O)CNCC1CCCO1 (stereo unspecified)	-11	-8	2	0	0	1	14	-2	-2
CNC(=S)NNC(=O)Cc1ccc(OC)cc1	-12	-9	-21	0	1	0	12	/	2
Cc1ccc(NC(=O)c2noc(C(C)C)c2[N+](=O)[O-])cc1	-8	-2	-3	1	-1	-3	-15	2	-17
COc1ccc(C(=O)Oc2cccnc2)cc1OC	-9	-4	5	-7	0	3	-1	-3	-6

2 records picked at random from the list so far, as already listed:
SMILES	Mdm2 ligase inh	RBBP9 inh	NPY2 pot ag	Runt-SMMHC FRET	Runt-CBFb FRET	p97 inhibitor	Hck-Nef inh	NPY-Y1 antag	NPY-Y1 PAM-ag
CC1CCCCN1C(=O)CNCC1CCCO1 (stereo unspecified)	-11	-8	2	0	0	1	14	-2	-2
Cc1ccc(NC(=O)c2noc(C(C)C)c2[N+](=O)[O-])cc1	-8	-2	-3	1	-1	-3	-15	2	-17
